High-throughput results from PubChem.
PAFAH2 FP inh: PAFAH2 (human) inhibition. Q99487. recombinant PAFAH2, FP-rhodamine activity probe, fluorescence polarization. inhibition, % at 3.39 µM. actives 0.99% (n = 340,000). AID 492956;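 active = inhibition above the mean over all tested compounds plus 3 SD, cut at about 30% in these data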;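 also: inhibitors block probe labeling of enzyme so polarization drops; 0% = enzyme with DMSO and 100% = wells lacking PAFAH2 protein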
proCasp7 act: counter-screen: procaspase-7 (human) activation; AID 463210; actives 0.093% (n = 330,000); activation, % at 8.5 µM; recombinant procaspase-7, Ac-DEVD-pNA absorbance 405 nm; D23A/D198A/D206A triple mutant, cannot self-cleave; scale: DMSO 0, 5 µM enzyme 100; P55210;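 active = percent activation above the screen-wide mean plus 3 SD, cut at about 25% in these data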
Target sequence (P55210 whole entry D23A/D198A/D206A): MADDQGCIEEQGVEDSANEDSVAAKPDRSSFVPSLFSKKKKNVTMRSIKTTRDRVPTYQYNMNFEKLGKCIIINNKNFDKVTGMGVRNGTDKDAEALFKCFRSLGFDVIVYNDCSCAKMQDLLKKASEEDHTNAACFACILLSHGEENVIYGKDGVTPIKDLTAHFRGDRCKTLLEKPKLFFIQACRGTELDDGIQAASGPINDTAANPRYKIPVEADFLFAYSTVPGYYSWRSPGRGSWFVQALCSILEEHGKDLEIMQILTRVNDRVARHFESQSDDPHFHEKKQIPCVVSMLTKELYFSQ
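Assay system – Uncleavable procaspase-7 mutant enzyme · Quantity – 2 µM procaspase-7 mutant as dispensed · Times – 1 h preincubation, 2 h reaction · Dosing – single nominal 8.5 µM compound dose, 0.8% DMSO final · Buffer or medium – Zinc-free 50 mM HEPES buffer, pH 7.4, with NaCl and Triton X-100 · Detection – Epi-absorbance of released pNA at 405 nm, two timepoints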
proCasp3 act: activates human procaspase-3 | P42574 | recombinant procaspase-3 D3A, Ac-DEVD-pNA absorbance 405 nm | activation, % at 8.5 µM | actives 0.11% (n = 330,000) | AID 463141;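 active = activation above the mean of all tested compounds plus 3 SD, cut at about 21% in these data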;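 also: 0% = DMSO alone and 100% = DMSO wells spiked with extra 5 µM PC-3 D3A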
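Assay system – Procaspase-3 D3A mutant · Benchmarks – DMSO low control, extra-enzyme high control · Technique – 405 nm absorbance of p-nitroaniline, reads at 0 and 120 min · Doses – 8.5 µM nominal · Measure – % activation between DMSO and enzyme-spiked controls · Also added – Ac-DEVD-pNA chromogenic peptide substrate · Schedule – 1 h compound preincubation, 2 h substrate hydrolysis at 25 °C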
TPT1 inhibitor: C. albicans TPT1 enzyme inhibition. inhibition, % at 5 µM. AID 1962. actives 0.81% (n = 300,000). recombinant caTPT1, FP RNA substrate dephosphorylation;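 active = inhibition above the mean of all tested compounds plus 3 SD, set per screening campaign, cut at about 24% in these data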;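 also: plate controls were DMSO alone for no effect and ferristatin control at 100 nM for full effect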
Fh CTSL1 inh: blocks F. hepatica cathepsin L1 in PFM18AAP counter-screen; recombinant F. hepatica cathepsin L1, Z-Leu-Arg-MCA fluorescence; inhibition, % at 5.96 µM; actives 0.49% (n = 300,000); AID 1906;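 active = inhibition above the mean of all tested compounds plus 3 SD, set per screening campaign, cut at about 17% in these data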;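 also: 0% = plate median of test compound wells and 100% = 1 µM Z-Phe-Ala-diazomethylketone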
PP1 counter: PP1-alpha (human) inhibition in PP5 counter-screen. purified PP1alpha, OMFP fluorescence. P62136. inhibition, % at 6.7 µM. AID 2235. actives 0.9% (n = 320,000);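 active = inhibition above the mean inhibition of all tested compounds plus 3 SD, computed separately for each screening campaign, cut at about 15% in these data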
PP5 inh: PP5 (human) phosphatase inhibition. P53041. purified PP5c, OMFP substrate fluorescence. inhibition, % at 6.7 µM. actives 0.18% (n = 320,000). AID 1987;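 active = inhibition above the campaign's mean inhibition across all tested compounds plus 3 SD, cut at about 9.5% in these data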;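 also: 0% = DMSO only and 100% = 100 µM cantharidin control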
Target sequence (P53041 whole entry, looked up): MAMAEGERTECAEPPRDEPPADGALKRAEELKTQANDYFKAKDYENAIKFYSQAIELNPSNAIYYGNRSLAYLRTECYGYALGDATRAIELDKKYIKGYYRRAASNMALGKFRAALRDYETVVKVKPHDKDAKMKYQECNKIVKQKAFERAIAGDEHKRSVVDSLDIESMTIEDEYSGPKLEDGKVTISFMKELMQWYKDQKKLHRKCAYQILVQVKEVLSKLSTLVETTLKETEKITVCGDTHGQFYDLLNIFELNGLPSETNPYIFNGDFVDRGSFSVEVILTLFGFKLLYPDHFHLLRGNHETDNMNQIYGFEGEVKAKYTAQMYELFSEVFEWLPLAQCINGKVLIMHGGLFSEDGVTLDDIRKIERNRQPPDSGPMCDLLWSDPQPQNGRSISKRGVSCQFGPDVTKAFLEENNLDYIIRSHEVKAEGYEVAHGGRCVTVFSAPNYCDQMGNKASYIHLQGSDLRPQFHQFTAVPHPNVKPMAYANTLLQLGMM
HCV core dimer: HCV core protein dimerization inhibition. AID 1899. actives 0.33% (n = 300,000). inhibition, % at 5 µM. TR-FRET GST/Flag-core106 dimerization, 1536-well;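 active = inhibition above the mean of all tested compounds plus 3 SD, set per screening campaign, cut at about 45% in these data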
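assay system = GST-tagged and Flag-tagged HCV core protein residues 1-106 | controls = unlabelled core106 and no-GST-core106 wells | incubation = compound-protein-antibody incubation 4 h at 22.5 °C | probe or stimulus = Eu donor and XL665 acceptor anti-tag antibodies | read-out = % inhibition based on acceptor/donor emission ratio | signal = TR-FRET 671 and 617 nm emission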
AHR activator: human AHR activation; P35869; AHR-responsive luciferase reporter cells, luminescence; activation, % at 5 µM; actives 2.5% (n = 320,000); in the data active = activation above about 47%;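 also: 0% = vehicle wells and 100% = reference agonist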
* marks the source's active call; other numbers are inactive results; · = not tested or not shown; & = joins results of further samples.

SMILES | PAFAH2 FP inh | proCasp7 act | proCasp3 act | TPT1 inhibitor | Fh CTSL1 inh | PP1 counter | PP5 inh | HCV core dimer | AHR activator
CC(=O)c1c(-c2ccccc2)c2ccccc2[nH]c1=O | -1 | 7 | 6 | -2 | -2 | -3 | 0.3 | -3 | -2
COc1ccc(NC(=O)C(=O)NCC(=O)Nc2cccc(C(F)(F)F)c2)cc1 | 0 | 2 | 7 | -1 | -3 | 1 | 0.1 | 0 | 3
Brc1cccc(Nc2nc(-c3cccnc3)cs2)c1 | 7 | 6 | 6 | 0 | 2 | 4 | 4.9 | -2 | 70*
N#C/C(=N\O)c1nc(-c2ccccc2)cs1 | 8&0 | 3&-1 | -5&4 | 4&6 | -2&0 | 0&-2 | 1.2&-2.6 | 0&-2 | 7&7
COc1ccc(NC(=O)COc2ccccc2F)cc1S(=O)(=O)N1CCCCC1 | -5 | -5 | -2 | 1 | -7 | -4 | 3.0 | 1 | 1
CCOc1ccc(S(=O)(=O)Nc2nc3ccc(OC)cc3s2)cc1 | 12 | 6 | -6 | 0 | -2 | 0 | -0.7 | 13 | 0
O=C(COC(=O)C1CCN(c2ccc(C(F)(F)F)cn2)CC1)c1ccccc1 | 3 | 6 | -6 | 0 | -2 | -2 | 1.1 | -1 | 2
CCN(CC)S(=O)(=O)c1ccc(-n2cnnn2)c(C)c1 | 9 | 0 | 0 | 1 | 2 | -3 | 1.2 | 1 | 0
CCCSc1cc(NCCOC(=O)CCC)c([N+](=O)[O-])c2nonc12 | -8 | -5 | -10 | 1 | 1 | 5 | 3.9 | 4 | -1
CCOc1cc(/C=N/O)cc(Br)c1OCC | -8 | -1 | 1 | -8 | 2 | 1 | 3.4 | -2 | -2
COc1ccc(Cn2nnnc2CN2CCN(c3ccc(OC)cc3)CC2)cc1 | 7 | 9 | -10 | 0 | -7 | 0 | 1.7 | -1 | 4
Cc1ccc(S(=O)(=O)/N=C(\CN2CCOCC2)N2CCOCC2)cc1 | -1 | -1 | -13 | -4 | 11 | -6 | -1.5 | 5 | 0
COc1ccc(S(=O)(=O)N2CCOCC2)cc1NC(=O)Cc1coc2cc(C)c(C)cc12 | 10 | -8 | 6 | 6 | 2 | 4 | 3.3 | 15 | -2
COCCNC(=O)CSc1n[nH]c(=O)n1CCc1ccccc1 | -7 | -11 | -7 | 0 | 4 | -13 | -1.4 | 2 | 2
CCN(CC)C(=O)[C@H]1CC(CC(=O)NCC23CC4CC(CC(C4)C2)C3)C(=O)N2CCc3c([nH]c4ccccc34)[C@]12C (some centres not stated) | 8 | -1 | 3 | · | · | · | · | · | -1
CCC1c2ccc(C)n2CCN1C(=O)Nc1ccccc1OC (configuration not stated) | -1 | 5 | -12 | -27 | -3 | 2 | -1.4 | 1 | 48*
CCn1c(SCC(=O)Nc2cccc(C)c2)nc2c(c1=O)SC(C)C2 (configuration not stated) | 6 | 4 | 8 | -2 | 6 | -2 | 2.1 | -5 | 6
O=C(NC1CCCCCC1)C1C2C=CC3(CN(Cc4cccnc4)C(=O)C13)O2 (configuration not stated) | 13 | 0 | -3 | -2 | 2 | 1 | 1.5 | 3 | 1
COc1ccc(F)cc1C(=O)C1CCCN(C(=O)Cc2c(C)noc2C)C1 (configuration not stated) | 3 | 6 | 0 | 3 | -3 | -5 | 0.7 | 2 | 1
CCC(CC)n1[nH]c(=O)cc1N | -5 | -6 | 1 | -2 | -1 | 0 | 1.6 | -3 | 0
CCCCc1ccc(-c2ccc(Br)cc2)nc1 | 0 | 7 | -3 | 1 | 3 | -4 | -1.1 | 10 | -8
CCOC(=O)N1CCN(C(=O)CCN2C(=O)COc3ccc(C)cc32)CC1 | -1 | 6 | 9 | 2 | 1 | -2 | -0.3 | 3 | -1
Cc1cc2c(cc1S(=O)(=O)CCC(=O)NC1CCCCC1C)OCC(=O)N2 (configuration not stated) | 0 | -6 | -4 | -4 | -4 | -1 | -2.7 | -9 | 1
O=C(Oc1ccc(C(=S)N2CCOCC2)cc1)c1ccccc1F | -2 | -22 | -17 | -2 | -5 | -2 | -4.5 | -17 | 0
O=C(N/N=C/c1cc2c(cc1Cl)OCO2)c1ccncc1 | 5 | 3 | -4 | -2 | 1 | -1 | 0.3 | 6 | 87*

Remaining list, next part.
SMILES | PAFAH2 FP inh | proCasp7 act | proCasp3 act | TPT1 inhibitor | Fh CTSL1 inh | PP1 counter | PP5 inh | HCV core dimer | AHR activator
O=C(NCCc1ccccc1)C1CCC(CNc2c(N3CCCCC3)c(=O)c2=O)CC1 (configuration not stated) | 1 | 7 | 0 | -3 | 0 | -2 | 3.2 | -5 | -1
CNC(=O)CO/N=C/c1ccc(N(C)C)cc1 | 7 | 1 | 4 | -2 | -2 | -6 | -2.5 | -1 | 2
O=C(O)C1=C(OCc2ccccc2)C(=O)NCC1 | 1 | -2 | 6 | -3 | -4 | -2 | 1.8 | 2 | -3
COc1ccc(/C=N/NC(=O)CC2N=C(Cc3ccccc3)NNC2=O)cc1OC (configuration not stated) | -1 | -10 | 3 | -2 | 1 | -1 | 0.6 | -4 | 12
Clc1ccc(CN(CC2CCCO2)C(c2cccs2)c2nnnn2C2CCCC2)cc1 (configuration not stated) | -1 | -17 | 2 | 5 | 5 | 2 | 1.4 | 19 | 6
COc1cc2c(cc1OC)C(C)N(C(=O)c1cccs1)CC2 (configuration not stated) | 1 | -3 | 7 | 1 | -3 | -2 | 0.8 | -1 | 2
COc1cc(C(=O)Nc2nc(C)cc(C)n2)cc(OC)c1OC | -3 | -4 | -7 | -2 | 2 | -2 | 0.0 | -5 | 10
CC1CCCN(CCOCCOc2ccc(Cl)cc2Br)C1 (configuration not stated) | -5 | 3 | -10 | 0 | -2 | 2 | 1.6 | 0 | 2
COC(CNC(=O)CNC(=S)N(CCCN1CCOCC1)Cc1cccs1)OC | 1 | 0 | 0 | 0 | -8 | -3 | -0.5 | -7 | 7
NC(=O)N=Nc1c2[nH]c3ccccc3nc-2c2ccccc12 | · | 6 | -3 | 3 | 2 | -5 | -1.0 | -4 | -3
NC(=O)CCn1ccc2ccccc21 | -3 | 3 | -2 | 1 | -1 | 1 | 1.6 | 5 | 6
Cc1nc(N2CCOCC2)[nH]c(=O)c1C | 5 | -4 | 1 | -3 | 2 | -1 | 1.4 | 1 | -2
COc1ccc(NS(=O)(=O)c2cccc3cccnc23)cc1OC | -4 | 1 | 5 | -6 | -1 | 2 | 3.1 | -9 | 5
Cc1ccc2nsnc2c1NC(=O)c1ccc([N+](=O)[O-])o1 | 3 | -3 | 7 | -2 | 5 | 2 | 2.9 | -2 | 0
Cc1ccc(C)c(N2CCN(C(=O)c3cc4sccc4n3C)CC2)c1 | -2 | 1 | -7 | -3 | 1 | 7 | 3.6 | 7 | 4
COc1ccc(/C=C/c2ccccc2)cc1[C@H]1[C@H]2C=CC[C@@H](C)[C@@H]2C(=O)N1Cc1ccccc1 | -6 | 5 | 8 | -3 | 2 | 5 | 2.1 | 18 | 3
OCCNc1nc2ccccc2n1CCN1CCCCC1 | -4 | 3 | -2 | -2 | -3 | -2 | 1.5 | 1 | 2
Cc1cc(C(=O)Nc2ccc3c(c2)OCO3)no1 | -5 | 6 | 2 | 2 | 2 | -5 | 0.9 | 9 | 58*
COc1cccc(/C=C/C(=O)NNC(=O)c2ccncc2)c1OC | -2 | -3 | 6 | · | · | -3 | 3.5 | · | 4
Cc1c(CCC(=O)NC2CC2)c(=O)oc2c(C)c(O)ccc12 | 5 | 27* | 28* | 0 | 0 | 2 | 1.0 | 4 | -3
COc1ccc(NC(=O)COC(=O)C(NC(=O)c2ccc(C)cc2)C(C)C)cn1 (configuration not stated) | 5 | 10 | 6 | · | · | · | · | · | 1
Cc1nnc(N/N=C/c2c(Cl)cccc2Cl)n1N | 7 | -7 | 1 | 3 | 1 | -4 | -1.1 | -8 | 12
CCN(c1ccc(OC)cc1)S(=O)(=O)c1nnc(NC(=O)COc2ccc(C)cc2)s1 | -3 | 0 | -2 | 8 | -1 | 6 | 2.7 | 56* | 3

Structural class: those above containing an NH in an aromatic ring
SMILES | PAFAH2 FP inh | proCasp7 act | proCasp3 act | TPT1 inhibitor | Fh CTSL1 inh | PP1 counter | PP5 inh | HCV core dimer | AHR activator
CC(=O)c1c(-c2ccccc2)c2ccccc2[nH]c1=O | -1 | 7 | 6 | -2 | -2 | -3 | 0.3 | -3 | -2
COCCNC(=O)CSc1n[nH]c(=O)n1CCc1ccccc1 | -7 | -11 | -7 | 0 | 4 | -13 | -1.4 | 2 | 2
CCN(CC)C(=O)[C@H]1CC(CC(=O)NCC23CC4CC(CC(C4)C2)C3)C(=O)N2CCc3c([nH]c4ccccc34)[C@]12C (some centres not stated) | 8 | -1 | 3 | · | · | · | · | · | -1
CCC(CC)n1[nH]c(=O)cc1N | -5 | -6 | 1 | -2 | -1 | 0 | 1.6 | -3 | 0
NC(=O)N=Nc1c2[nH]c3ccccc3nc-2c2ccccc12 | · | 6 | -3 | 3 | 2 | -5 | -1.0 | -4 | -3
Cc1nc(N2CCOCC2)[nH]c(=O)c1C | 5 | -4 | 1 | -3 | 2 | -1 | 1.4 | 1 | -2

Structures listed above printed as active in proCasp3 act:
structure | PAFAH2 FP inh | proCasp3 act | TPT1 inhibitor | PP5 inh | HCV core dimer | AHR activator
Cc1c(CCC(=O)NC2CC2)c(=O)oc2c(C)c(O)ccc12 | 5 | 28* | 0 | 1.0 | 4 | -3

Compounds as they come, and some 5.6% of all compounds hit somewhere here.
